# Bioassay records from PubChem BioAssay.
# SUMO1 PPI mod: SUMO1-SIM interaction modulation; SUMO1 binding to a labelled peptide, TR-FRET, 1 h; inhibition, % at 20 µM; actives 0.33% (n = 360,000); AID 602429; in the data active = inhibition above about 37%
# CSN deneddyl inh: CSN deneddylation inhibition; Q92905; Purified CSN, SCF-Nedd8-OG deneddylation, fluorescence polarization; inhibition, % at 12.5 µM; actives 0.38% (n = 360,000);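 active = pattern-corrected inhibition above about 35%, with an unprinted fluorescence ratio check between 0.5 and 1.5, limit read from the data, passing the limit was not always enough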;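 also: 0% = enzyme with substrate and 100% = substrate without enzyme; some results filed as inactive read as strong as hits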
#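 Detection – fluorescence polarization · System – HEK293T-derived human Csn5 enzyme · Controls – substrate-only high control, full reaction low control · Timing – 90 min, room temperature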
# STEP block: STEP (human) phosphatase inhibition; actives 0.25% (n = 360,000); inhibition, % at 20 µM; recombinant STEP, OMFP fluorogenic substrate, fluorescence;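 active = inhibition at 20 µM, scaled per plate between control wells, above about 37%, limit read from the data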;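 also: 0% = DMSO with enzyme and substrate and 100% = substrate only without enzyme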
#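 Also added – OMFP at 25 µM · Test system – STEP tyrosine phosphatase · Technique – FITC-channel fluorescence of OMFP product · Schedule – 20 min at room temperature, dark · Evaluation – control-normalized % inhibition with plate pattern correction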
# LMPTP block: blocks human LMPTP phosphatase; P24666; AID 651560; inhibition, % at 20 µM; actives 0.22% (n = 360,000); recombinant LMPTP-A, OMFP fluorogenic substrate, fluorescence intensity;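 active = compounds that cut the enzyme signal by at least half of the control window in the single-dose screen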;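 also: plate controls were DMSO wells with enzyme plus substrate for no effect and substrate without enzyme for full effect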
#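 Test system – LMPTP-A phosphatase enzyme · Quantity – 0.625 nM LMPTP-A final · Reagent – OMFP substrate, 400 µM final · Dosing – one test concentration per compound, 20 µM, with 3% DMSO overall · Timing – 50 min enzyme reaction at room temperature, protected from light · Detection – fluorescence intensity · Controls – substrate-only low control, DMSO enzyme-plus-substrate high control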
# TbMetRS inhib: Trypanosoma brucei MetRS inhibition; purified T. brucei MetRS, ATP depletion, Kinase-Glo luminescence; actives 0.4% (n = 360,000); inhibition, % at 11.9 µM;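 active = inhibition above a per-plate cutoff of the control wells' mean inhibition plus 3 SD, cut at about 5.5% in these data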;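 also: 0% = DMSO wells median and 100% = median of wells with control inhibitor compound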
#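 Dosing: 11.9 µM single point; system: parasite MetRS enzyme; technique: luminescence of leftover ATP; times: 15 min enzyme-compound preincubation, 2 h reaction, 10 min detection, 25 °C; replicates: each compound tested once; read-out basis: percent inhibition relative to median high and low control wells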
# Rpn11 block: blocks the human proteasome subunit Rpn11; O00487; human 26S proteasome, Ub4-pepOG fluorescence polarization; 20S core pre-blocked with epoxomicin; calls only at 20 µM; actives 0.59% (n = 360,000); AID 588493;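 active = inhibition at 20 µM, scaled to each plate's controls, above about 33%, limit read from the data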
# DNMT1 inh: blocks human DNA methyltransferase DNMT1; P26358; DNMT1 molecular beacon, Hinp1I cleavage, fluorescence; inhibition (reported as % activation of signal), % at 10 µM; actives 0.83% (n = 360,000); in the data active = inhibition above about 50%
# Target sequence (P26358 504-1616 limits assumed): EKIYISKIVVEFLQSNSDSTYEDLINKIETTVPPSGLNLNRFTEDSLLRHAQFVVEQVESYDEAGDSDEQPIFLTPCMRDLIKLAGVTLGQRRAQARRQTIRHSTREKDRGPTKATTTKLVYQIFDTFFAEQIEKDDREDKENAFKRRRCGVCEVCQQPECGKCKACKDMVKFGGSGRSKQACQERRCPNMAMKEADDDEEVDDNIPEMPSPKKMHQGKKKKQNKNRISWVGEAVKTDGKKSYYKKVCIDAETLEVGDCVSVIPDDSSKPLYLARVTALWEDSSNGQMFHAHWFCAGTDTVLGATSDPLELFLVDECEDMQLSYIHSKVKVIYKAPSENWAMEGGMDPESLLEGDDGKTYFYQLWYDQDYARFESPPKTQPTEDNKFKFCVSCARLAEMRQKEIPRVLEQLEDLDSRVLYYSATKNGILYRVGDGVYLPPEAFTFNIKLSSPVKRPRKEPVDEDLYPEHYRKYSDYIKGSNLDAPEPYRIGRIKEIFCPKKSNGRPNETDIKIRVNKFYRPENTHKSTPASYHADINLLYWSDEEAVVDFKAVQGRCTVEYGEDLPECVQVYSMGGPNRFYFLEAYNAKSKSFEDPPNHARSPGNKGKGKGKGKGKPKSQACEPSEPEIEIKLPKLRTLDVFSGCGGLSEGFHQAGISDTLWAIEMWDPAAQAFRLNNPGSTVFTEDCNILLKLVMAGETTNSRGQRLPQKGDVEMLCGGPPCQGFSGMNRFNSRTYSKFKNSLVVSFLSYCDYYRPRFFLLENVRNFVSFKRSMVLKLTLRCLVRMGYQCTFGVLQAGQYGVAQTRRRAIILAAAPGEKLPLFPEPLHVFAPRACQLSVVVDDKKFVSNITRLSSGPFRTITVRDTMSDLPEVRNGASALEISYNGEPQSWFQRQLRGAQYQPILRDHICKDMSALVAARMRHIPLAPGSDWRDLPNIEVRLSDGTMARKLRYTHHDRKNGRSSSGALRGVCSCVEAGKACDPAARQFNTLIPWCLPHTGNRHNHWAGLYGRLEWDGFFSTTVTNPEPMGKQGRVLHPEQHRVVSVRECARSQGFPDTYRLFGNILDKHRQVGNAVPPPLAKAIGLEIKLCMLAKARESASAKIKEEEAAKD
# Scp1 inh: inhibitors of human Scp-1 phosphatase; Q9GZU7; Recombinant Scp1, phosphopeptide, malachite green phosphate absorbance; inhibition, % at 20 µM; actives 0.88% (n = 340,000);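 active = inhibition above about 50% at 20 µM, limit read from the data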;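 also: plate controls were DMSO wells with enzyme for no effect and wells lacking enzyme for full effect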
#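 System: truncated SCP-1 phosphatase (76-261aa); medium: Tris acetate buffer pH 5.5 with MgCl2 and Tween-20; incubation: 45 min room-temperature reaction, 5 min colour, 30 min stabiliser; compound: single 20 µM dose, 1% DMSO; reagent: Phosphorylated 17-residue peptide substrate; read-out: % inhibition at 20 µM; technique: colorimetric free-phosphate detection, absorbance 630 nm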
# MsrA inh: bovine MsrA inhibition. actives 0.75% (n = 360,000). purified bovine MsrA, absorbance read-out. inhibition, % at 15.5 µM; in the data active = inhibition above about 4.5%;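 also: 0% = vehicle wells with enzyme and 100% = reference inhibitor wells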
# NadD block: NadD (S. aureus) enzyme inhibition. purified NadD enzyme, colorimetric absorbance read-out. inhibition, % at 20 µM. actives 0.78% (n = 360,000). AID 602399; in the data active = inhibition above about 26%; also: some compounds past the cut are filed as inactive
# * marks the source's active call; other numbers are inactive results; i = inactive; . = no result given.
smiles,SUMO1 PPI mod,CSN deneddyl inh,STEP block,LMPTP block,TbMetRS inhib,Rpn11 block,DNMT1 inh,Scp1 inh,MsrA inh,NadD block
CCCOc1ccc(S(=O)(=O)NCc2ccc(OC)cc2)cc1,-2,0,-4,2.3,-1.4,i,-5,-7,1.2,-13
CCc1ccc(OCC(=O)NNC(=O)C2CCN(c3ncnc4sc(C)c(C)c34)CC2)cc1,-2,5,-5,1.5,-0.3,i,-3,-3,-1.4,13
CC(=O)Oc1ccccc1C(=O)O,-3,-6,-1,-2.0,0.2,i,4,-1,-0.9,0
CCOC(=O)C1CCN(c2ccccc2CN2CCN(c3ccccc3OCC)CC2)CC1,-1,7,1,-0.4,-1.1,i,0,-13,.,-12
CCN(CC)c1ccc(-n2c(O)c(C=C3N=c4ccccc4=N3)sc2=S)cc1,-1,-2,7,0.7,0.2,i,7,-4,-1.7,-2
CCCOc1cc(N(CC)CC)ccc1/C=C(/C#N)c1nc2ccc(C)cc2[nH]1,-59,8,-33,9.2,0.4,.,-1,-8,0.0,21
COc1cc(C(=O)OCC(=O)NC2CC2)cc(OC)c1OC,-3,3,2,-0.7,-0.4,i,4,-1,0.4,-3
C/C=C(\C)CN1CCC(Oc2cc(C(=O)NC3CC3)ccc2OC)CC1,-1,-4,1,-0.4,-0.3,i,1,-2,1.9,2
O=C(N/N=C/c1ccc(Cl)s1)c1ccccc1[N+](=O)[O-],-23,5,-2,-1.2,-0.3,i,3,-10,0.5,-3
COc1ccc(CCNC(=O)C2CCN(S(=O)(=O)c3cnc[nH]3)CC2)cc1OC,0,-2,-2,-0.5,0.0,i,4,-2,1.0,-3
COC(=O)c1ccc(OCC(O)CN2CCC(C)CC2)cc1 (centres undefined),0,0,1,-0.6,-0.5,i,-7,-12,1.2,3
Cc1ccc(N2CC(C(=O)Nc3cc(C)ccc3F)CC2=O)cc1 (centres undefined),0,-3,0,1.0,-0.9,i,-3,0,0.3,-3
CCOC(=O)C1CCN(C(c2cc3c(C)ccc(C)c3[nH]c2=O)c2nnnn2C2CCCCC2)CC1 (centres undefined),-12,-1,-3,-0.8,0.0,i,-2,2,0.8,8
CCC(NC(=O)CCc1c(C)c2cc3c4c(oc3cc2oc1=O)CCCC4)C(=O)O (centres undefined),10,-2,1,0.0,0.2,i,1,-10,2.4,0
CC1=C(C(=O)Nc2ccccc2)C(c2ccncc2)C(C#N)=C(SCC(=O)NC(C)C)N1 (centres undefined),1,-5,1,-3.8,-0.2,i,0,-2,-1.1,1
O=C(O)C1C2C=CC(C3CC23)C1C(=O)NCCc1ccccc1 (centres undefined),4,-1,-1,1.5,0.0,i,2,8,-1.2,-2
CSc1ccccc1C(=O)NCCCn1ccnc1,2,2,0,-6.7,-0.7,i,4,-5,-0.5,-3
O=C(O)CCCCCN1C(=O)C(=O)/C(=C(/O)c2ccccc2)C1c1ccccc1 (centres undefined),0,-4,8,-2.4,-1.4,i,-1,0,1.8,6
CCOc1cc(N2CCOCC2)c(OCC)cc1NC(=O)c1oc2ccccc2c1C,2,-3,9,1.0,-0.2,i,2,2,0.2,-4
CCN(CC(=O)NCCCN1CCOCC1)S(=O)(=O)c1ccc(F)cc1,2,2,0,-1.5,0.0,i,-1,0,-0.3,4

# Among those listed so far, these have fluorine.
smiles,SUMO1 PPI mod,CSN deneddyl inh,STEP block,LMPTP block,TbMetRS inhib,Rpn11 block,DNMT1 inh,Scp1 inh,MsrA inh,NadD block
Cc1ccc(N2CC(C(=O)Nc3cc(C)ccc3F)CC2=O)cc1 (centres undefined),0,-3,0,1.0,-0.9,i,-3,0,0.3,-3
CCN(CC(=O)NCCCN1CCOCC1)S(=O)(=O)c1ccc(F)cc1,2,2,0,-1.5,0.0,i,-1,0,-0.3,4

# Additional records
smiles,SUMO1 PPI mod,CSN deneddyl inh,STEP block,LMPTP block,TbMetRS inhib,Rpn11 block,DNMT1 inh,Scp1 inh,MsrA inh,NadD block
O=C(CCCN1C(=O)CCC1=O)Nc1ccccc1F,0,3,6,-1.0,-0.9,i,-1,-1,0.5,2
O=[N+]([O-])c1ccc(/C([O-])=C(/C(=S)Nc2ccccc2F)[n+]2ccccc2)cc1,-20,-1,-3,-0.3,0.1,i,-10,-10,2.0,-1
COc1ccc(/C=C(/NC(=O)c2ccccc2)C(=O)NCC2CCCO2)cc1 (centres undefined),-1,-2,-4,-0.5,0.3,i,-1,-9,0.5,-1
CCOC(=O)c1c(NC(=O)CC2SC(N)=NC2=O)sc(C)c1C (centres undefined),-4,2,1,-0.6,-1.0,i,3,1,1.4,1
COc1ccc(-c2nnc3sc(COc4ccc(C)cc4)nn23)cc1,31,2,2,2.1,-1.0,i,1,-5,0.7,5
CCc1cc(C(=O)Nc2ccccc2)cs1,-3,3,0,0.4,-1.7,i,6,-2,2.9,-5
O=C(Nc1ccc2c(c1)OCO2)c1c(F)cccc1F,1,-1,0,0.0,0.5,i,-4,-4,0.0,2
O=C1CC(Nc2ccc(N3CCOCC3)cc2)C(=O)N1c1ccccc1 (centres undefined),-12,-5,1,0.8,-0.5,i,-6,0,.,-4
CCN(CC)S(=O)(=O)c1ccc(-n2cnnn2)c(C)c1,1,-6,-2,-0.8,-0.1,i,1,-6,-0.5,0
O=C(Nc1ccccc1)NC1(C(=O)NCCCN2CCOCC2)CCCCC1,-3,4,-2,-3.7,0.0,i,2,-5,-0.4,7
CCc1ccc2[nH]c(C(=O)Nc3ccc(Br)c(C)n3)cc2c1,-12,1,0,-0.7,-0.8,i,4,5,0.6,5
COc1ccc(CNC(=S)Nc2ccccc2)cc1Cl,0,0,1,0.5,-2.0,i,2,6,-0.3,-3
CC1Cc2ccccc2N1C(=O)CSc1ncccc1C(=O)O (centres undefined),9,0,4,-1.3,0.3,i,-3,-4,-0.7,-3
NS(=O)(=O)c1ccc(NC(=O)/C=C/c2ccc(S(=O)(=O)NCc3ccco3)cc2)cc1,-17,0,0,1.6,-0.2,i,-7,5,0.8,2
Cc1ccc(Oc2ccc(NS(=O)(=O)c3cccc(C(=O)O)c3)cc2)cc1,11,-2,-3,1.8,-0.1,i,-5,5,0.0,-1
O=C(NCc1ccccc1)N1CCOc2ccccc21,2,-4,-2,-0.5,-0.9,i,1,-4,0.4,-8
Cc1ccc(NCc2n[nH]c(=S)n2-c2ccccc2)cc1,-1,8,-3,-1.6,-0.5,i,2,-8,-0.8,3
CN(CC(=O)Nc1ccc(OC(F)(F)F)cc1)C(=O)C1CCC1,2,-3,0,-1.6,-0.3,i,4,-8,0.9,-1
Nc1ccc2nc(-c3cccc(-c4nc5ccc(N)cc5[nH]4)n3)[nH]c2c1,25,-2,19,9.7,-0.8,i,-11,-8,2.6,13
CCCCNC(=S)Nc1ccc(F)cc1,3,1,0,5.2,-0.6,i,-2,0,1.4,3

# Arranged by length of the SMILES (rising): some entries from above.
smiles,SUMO1 PPI mod,CSN deneddyl inh,STEP block,LMPTP block,TbMetRS inhib,Rpn11 block,DNMT1 inh,Scp1 inh,MsrA inh,NadD block
O=C(Nc1ccc2c(c1)OCO2)c1c(F)cccc1F,1,-1,0,0.0,0.5,i,-4,-4,0.0,2
CCN(CC)S(=O)(=O)c1ccc(-n2cnnn2)c(C)c1,1,-6,-2,-0.8,-0.1,i,1,-6,-0.5,0
O=C(Nc1ccccc1)NC1(C(=O)NCCCN2CCOCC2)CCCCC1,-3,4,-2,-3.7,0.0,i,2,-5,-0.4,7

# Later entries.
smiles,SUMO1 PPI mod,CSN deneddyl inh,STEP block,LMPTP block,TbMetRS inhib,Rpn11 block,DNMT1 inh,Scp1 inh,MsrA inh,NadD block
CCOC(=O)c1c(C(F)(F)C(F)(F)C(F)(F)C(F)(F)F)n[nH]c1C,2,-3,0,3.9,0.1,i,-5,-13,-0.2,-9
CC(C)OCCCNC(=O)c1cccc(NC(=O)c2ccccc2)c1,2,3,-4,-2.2,0.0,i,0,-2,1.2,-1
O=S(=O)(NC1CC2CCC1C2)c1ccc(Br)cc1 (centres undefined),3,5,0,0.0,-0.1,i,1,-4,0.6,3
O=C(O)c1ccccc1C(=O)N(Cc1ccccc1)Cc1ccccc1,3,2,-3,-1.4,-0.5,i,3,-5,-0.4,-2
CCOC(=O)CCn1nc(-c2ccc(C)cc2)c2ccccc2c1=O,4,0,0,-0.1,0.3,i,2,-7,0.8,-3
COc1ccc(C2=NN(C3=NN=C(N)Cc4ncnn43)C(O)(C(F)(F)F)C2)cc1 (centres undefined),-7,5,-2,-1.1,-1.1,i,1,-1,0.4,-3
CC(=O)Nc1ccc(S(=O)(=O)N2CCN(S(=O)(=O)N3CCCCC3)CC2)cc1,-2,-1,0,1.0,0.8,i,0,-4,1.7,-7
COc1ccc(NC(=O)CCCC(=O)c2ccccc2)c(OC)c1,1,1,0,-0.8,1.8,i,0,-4,-0.5,0
Cc1nc2ccccn2c1C(=O)Nc1ccc2c(c1)OCCO2,0,-3,-2,0.5,-0.4,i,-5,-4,-0.3,5
Cc1ccccc1CCN(CC(=O)NC1CCCCC1)C(=O)c1csnn1,-2,-3,0,-1.5,-0.3,i,2,-9,1.5,-6
CCC(=O)Nc1nc(OC)cc(OC)n1,-2,1,-3,-0.6,-0.9,i,0,-5,0.0,-2
COCc1ccc(CN2CCCC(C(=O)Nc3ccc(-c4cscn4)cc3)C2)o1 (centres undefined),0,1,0,0.2,-0.1,i,2,-7,0.4,-4
COc1cccc(NC(=S)N2CCN(c3ccc([N+](=O)[O-])cc3)CC2)c1,-21,3,1,2.3,0.2,i,-1,-13,-1.1,7
COc1ccc(CCNC(=O)CSc2ccc(NC(C)=O)cc2)cc1OC,-1,3,-2,-1.5,0.0,i,2,-5,0.6,-3
CCn1nc(NC(=O)CC(C)C)c2cc3cccc(C)c3nc21,-4,-3,-2,-0.8,-1.4,i,-2,4,1.2,-4
CC1CCN(S(=O)(=O)c2ccc(NC(=O)Cn3nnc(-c4ccccc4F)n3)cc2)CC1,-1,-1,-1,0.3,-1.2,i,8,0,0.9,3
COC(=O)C(O)(CC(=O)c1ccc(OC)cc1)C(F)(F)F (centres undefined),-1,3,-2,-0.7,-0.6,i,-2,-2,-0.9,3
CCN(CC)c1ccc(C(=O)NN)cc1,2,-1,0,-1.1,-0.1,i,0,-4,1.7,2
CCn1c(CNc2ccc(C)cc2)nnc1SCC(=O)NCc1ccccc1,-5,2,-3,-0.2,0.9,i,-1,-8,-0.4,-1
CCOc1ccccc1CNC(=O)Cn1ccc2cc(S(=O)(=O)N3CCCCCC3)ccc21,-3,-1,-1,3.7,-0.4,i,-3,-7,-0.4,-2
CCn1c(=S)sc2c(=O)n(-c3ccccc3)c(=S)[nH]c21,0,0,2,1.8,-1.5,i,2,-17,0.3,2
O=C(CN1C(=O)NC2(CCCc3ccccc32)C1=O)N1CCc2ccccc2C1 (centres undefined),-2,5,2,-0.8,-1.1,i,-1,-3,1.0,-6
